# ELG1 DNA repair = qHTS screen for small molecules that inhibit ELG1-dependent DNA repair in human embryonic kidney (HEK293T) cells expressing luciferase-tagged ELG1; HEK293T ELG1-luciferase reporter, luminescence, 16 h; DNA damage induced by 5-fluorouridine; Potency, µM (doses to about 46.1 µM), inactives show top-dose activity change, negative = inhibition, usual class: inhibitors; hit rate 2.3% among 330,000; note: potency is the fitted concentration of half-maximal effect; % is set by controls: 0 for no effect and ±100 for the full control effect; nearly all actives have a fitted effect of over 55% in size
#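 Cells (2,000 per well) received 5-fluorouridine plus test compound or DMSO and were incubated 16 hr at 37 °C, 5% CO2. Luciferase activity was read by luminescence 30 min after ONE-Glo addition; signal suppression marked inhibition of damage-induced ELG1 function.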
# Menin MLL FP TR = qHTS Assay for Inhibitors Targeting the Menin-MLL Interaction in MLL Related Leukemias: Competition With Texas Red Labeled MLL-derived Mutant Peptide; O00255; Menin + Texas Red MLL mutant peptide, fluorescence polarization; Potency, µM (doses to about 61.6 µM), inactives show at the highest dose FP activity change, negative = inhibition, usual class: inhibitors; hit rate 0.23% among 270,000; active = well fitted inhibition curve with a large enough effect in the polarisation, with a control signal flat, not every such curve was filed as active; inconclusive = small, poorly fitted or top-dose-only effect, or effect the other way, or a change in a side signal; inactive = no such curve, though single readings can be large or run the other way; the % refers to the polarisation; note: potency is the fitted concentration of half-maximal effect; % of control where 0% means no effect; many of its hits are not listed in these tables
# Rab9 promoter act = qHTS Assay for Rab9 Promoter Activators; Huh7 Rab9 promoter-luciferase reporter, luminescence, 24 h; hit rate 2.8% among 320,000; Potency, µM (highest dose often 9.22 µM), without a hit: top-dose activation, negative = inhibition, hits mostly activators; note: potency is the fitted concentration of half-maximal effect; % of control where 0% means no effect; nearly all actives have a fitted effect of over 60% in size
#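 Huh7 cells stably carrying Rab9 promoter–luciferase reporter, plated 1500 cells/well, compound added after 2 h and incubated 24 h at 37 °C; luciferase luminescence then read after 10 min with detection reagent.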
# FLuc counter = qHTS profiling assay for firefly luciferase inhibitor/activator using purifed enzyme and Km concentrations of substrates (counterscreen for miR-21 project). Luciferin 4-monooxygenase (Photinus pyralis), P08659. purified FLuc, Km substrates, luminescence inhibition. Potency, µM (titrated, usually from 57.5 µM), for the others: at the highest dose activity change, negative = inhibition, hits mostly inhibitors. hit rate 6.9% among 360,000. AID 588342, 2011;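 note: potency is the fitted concentration of half-maximal effect; plate controls were vehicle for no effect and reference inhibitor for full effect; nearly all actives have a fitted effect of over 55% in size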
#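 Biochemical qHTS of compounds, final roughly 60 µM downward over six points, against 10 nM purified firefly luciferase using Km concentrations of substrates (10 uM D-luciferin, 10 uM ATP) in Tris acetate pH 7.5 buffer; luminescence output.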
# MBNL1 CUG block = qHTS Assay for Inhibitors of MBNL1-poly(CUG) RNA binding; AID 2675, 2010; TR-FRET MBNL1-His/biotin-(CUG)12 binding, 665/545 ratio; hit rate 0.036% among 280,000; Muscleblind-like protein 1 (Homo sapiens), Q9NR56; Potency, µM (titrated, usually from 57.5 µM), inactives show at the top dose activity change, negative = inhibition, usual class: inhibitors; active = well fitted inhibition curve with a large enough effect in the signal ratio, with a control signal flat, not every such curve was filed as active; inconclusive = small, poorly fitted or top-dose-only effect, or effect the other way, or a change in a side signal; inactive = no such curve, though single readings can be large or run the other way; the % refers to the signal ratio; note: potency is the fitted concentration of half-maximal effect; % is set by controls: 0 for no effect and ±100 for the full control effect
#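 His-tagged MBNL1 binding to biotinylated (CUG)12 RNA was measured by TR-FRET using terbium anti-His antibody (0.055 ng/ul final) and streptavidin-XL665 (5 nM final). Compounds were titrated 92 nM to 58 uM; 60 min at room temperature.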
# NPC1 prom act = qHTS Assay for NPC1 Promoter Activators; Huh7 NPC1 promoter luciferase reporter, 24 h; Potency, µM (top dose mostly 9.22 µM), without a hit: top-dose activation, most hits filed as activators; hit rate 2.4% among 320,000;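 note: potency is the fitted concentration of half-maximal effect; % of control where 0% means no effect; nearly all actives have a fitted effect of over 60% in size; reporter is driven by a mutant NPC1 promoter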
#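 Stably transfected Huh7 (NPC1 promoter→luciferase), 1500 cells/well in Opti-MEM + 10% FBS, 2 h settle, then compound 24 h at 37 °C. Luminescence after 10 min with Amplite reagent.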
# PKM2 act = qHTS Assay for Activators of Human Muscle isoform 2 Pyruvate Kinase | hit rate 0.34% among 260,000 | Pyruvate kinase PKM (Homo sapiens), P14618 | AID 1631, 2009 | Potency, µM (titrated, usually from 57.5 µM), inactives show at the highest dose activation, most hits filed as activators | purified PKM2, Kinase-Glo ATP luminescence, activation; response scale: 0% is enzyme alone, no compound; note: potency is the fitted concentration of half-maximal effect; % is set by controls: 0 for no effect and ±100 for the full control effect; nearly all actives have a fitted effect of over 55% in size
# Target sequence (P14618 whole entry, looked up, canonical isoform): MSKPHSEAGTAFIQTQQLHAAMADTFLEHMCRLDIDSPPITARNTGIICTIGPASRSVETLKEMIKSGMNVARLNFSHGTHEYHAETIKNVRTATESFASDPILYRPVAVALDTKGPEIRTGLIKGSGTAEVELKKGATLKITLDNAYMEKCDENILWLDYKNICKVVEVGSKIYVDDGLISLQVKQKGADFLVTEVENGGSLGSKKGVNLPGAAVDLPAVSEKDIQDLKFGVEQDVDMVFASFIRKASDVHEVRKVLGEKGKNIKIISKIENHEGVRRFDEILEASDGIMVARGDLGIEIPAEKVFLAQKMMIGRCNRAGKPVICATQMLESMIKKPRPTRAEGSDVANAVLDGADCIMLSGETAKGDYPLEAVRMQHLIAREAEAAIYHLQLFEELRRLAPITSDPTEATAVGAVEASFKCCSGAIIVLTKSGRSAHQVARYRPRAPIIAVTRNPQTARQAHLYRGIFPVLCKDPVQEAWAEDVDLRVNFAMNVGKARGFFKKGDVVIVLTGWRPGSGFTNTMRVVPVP
#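 Purified hPK-M2 (>95% pure) converted ADP (0.1 mM final) to ATP with 0.5 mM PEP in 50 mM imidazole pH7.2, KCl, MgCl2, Tween 20, BSA; 1 h at room temperature. ATP detected by Kinase-Glo luminescence.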
# Gal4-VP16 FLuc = VP16 counterscreen qHTS for inhibitors of ROR gamma transcriptional activity; Drosophila S2 Gal4-VP16 UAS-luciferase, luminescence, 20 h; Potency, µM (highest dose often 53.6 µM), without a hit: at the highest dose activity, negative = inhibition, usual class: inhibitors; hit rate 3.5% among 310,000; AID 2546, 2010;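 note: Gal4-VP16 expression switched on by copper sulfate through the metallothionein promoter; potency is the fitted concentration of half-maximal effect; % is set by controls: 0 for no effect and ±100 for the full control effect; nearly all actives have a fitted effect of over 50% in size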
# RORg inh = qHTS for inhibitors of ROR gamma transcriptional activity; Nuclear receptor ROR-gamma (Mus musculus), P51450; Drosophila S2 Gal4-RORgamma UAS-luciferase reporter, 20 h; Potency, µM (top dose mostly 53.6 µM), for the others: at the top dose activity change, negative = inhibition, hits mostly inhibitors; hit rate 5.4% among 310,000; AID 2551, 2010; note: potency is the fitted concentration of half-maximal effect; % is set by controls: 0 for no effect and ±100 for the full control effect; nearly all actives have a fitted effect of over 60% in size
# Target sequence (P51450 whole entry, looked up, the tested form may be a part): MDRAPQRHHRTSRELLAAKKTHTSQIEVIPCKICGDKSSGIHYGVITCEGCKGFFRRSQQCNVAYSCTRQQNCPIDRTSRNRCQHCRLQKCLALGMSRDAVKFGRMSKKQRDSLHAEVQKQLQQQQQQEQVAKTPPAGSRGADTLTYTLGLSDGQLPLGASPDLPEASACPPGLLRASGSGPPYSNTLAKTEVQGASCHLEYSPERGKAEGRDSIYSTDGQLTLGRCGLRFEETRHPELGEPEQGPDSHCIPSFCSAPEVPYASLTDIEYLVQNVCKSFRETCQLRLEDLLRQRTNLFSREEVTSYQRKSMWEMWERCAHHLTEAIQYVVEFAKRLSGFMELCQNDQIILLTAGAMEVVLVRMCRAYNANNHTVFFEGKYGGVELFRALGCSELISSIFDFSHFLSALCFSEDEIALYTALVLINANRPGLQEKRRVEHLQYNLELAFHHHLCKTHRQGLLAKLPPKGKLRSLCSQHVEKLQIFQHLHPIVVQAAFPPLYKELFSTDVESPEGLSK
#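 Stable Schneider cell line, Gal4 DNA-binding domain fused to ROR gamma, UAS-luciferase. Cmpd 1 hr RT → CuSO4 700 uM final → 20 hr RT → luciferase reagent 10 min → luminescence.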
# Mito fusion yeast = qHTS Assay for Small Molecule Inhibitors of Mitochondrial Division or Activators of Mitochondrial Fusion | S. cerevisiae fusion-defective mutant growth rescue, CellTiterGlo 48 h | Potency, µM (titrated, usually from 46.1 µM), without a hit: at the top dose growth rescue (activation), most hits filed as activators | hit rate 0.23% among 320,000;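 note: potency is the fitted concentration of half-maximal effect; % of control where 0% means no effect; nearly all actives have a fitted effect of over 45% in size; temperature-sensitive fusion mutants such as fzo1-1 at 37 °C on non-fermentable ethanol glycerol medium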
#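 Read-out: ATP-based luminescence (CellTiterGlo, 10 min ambient) reporting growth of fusion-defective ts yeast after 48 hours at 37C on glycerol/ethanol YPEG medium in the presence of compound.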
# KCNH2 3.1 inh = qHTS for Inhibitors of KCHN2 3.1: Mutant qHTS | Potassium voltage-gated channel subfamily H member 2, brain isoform KCNH2 3.1 (human) | U2OS KCNH2 3.1, thallium flux FluxOr; active compounds read low | activity change, % (tested at about 1.8 µM) | hit rate 0.95% among 340,000;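 active = maximum activity change below -70%; inconclusive = maximum activity change from -70% to -50%; inactive = maximum activity change above -50%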;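 note: thallium influx rate constant from kinetic fluorescence after stimulation buffer; % is set by controls: 0 for no effect and ±100 for the full control effect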
#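 We transduce U2OS cells with the mutant 3.1 virus, culture them overnight, load FluxOr with Red40 quencher for 45 min, then add stimulation buffer and read kinetically for 2 min to derive a normalized rate constant.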
# Starred values were filed as active, the others as inactive; ? = inconclusive; · = no result given; [ ] = dose if it differs, or a comment. Unless noted, calls come from the whole dose curve; as a rule, active = well fitted curve in the direction sought with a large enough effect; inconclusive = small, poorly fitted or top-dose-only effect, or another doubt; inactive = no such curve, though single readings can be large; an effect the other way counts as inactive or inconclusive. These rows are one share of the data; the hit share may differ from the screen's.
molecule,ELG1 DNA repair,Menin MLL FP TR,Rab9 promoter act,FLuc counter,MBNL1 CUG block,NPC1 prom act,PKM2 act,Gal4-VP16 FLuc,RORg inh,Mito fusion yeast,KCNH2 3.1 inh
CC(c1nccs1)N(C)C(=O)CCc1nnc(Cc2c[nH]c3ccccc23)o1 (stereo not given),15%,-9%,9%,2%,-3%,2%,8%,-4%,10%,8%,-2
COc1ccc(OCC(=O)Nc2ccc(Cl)cc2)cc1,5%,?,-2%,?,-23%,2%,2%,-3%,34%,-1%,-1
CC(Oc1ccc(F)cc1)C(=O)Nc1ccc(S(=O)(=O)NC2=NCCCCC2)cc1 (stereo not given),1%,·,0%,4%,·,0%,·,·,·,3%,14
CCCNC(=O)CSc1nnc(-c2ccc(F)cc2)o1,9%,0%,-5%,2%,-2%,-2%,6%,-6%,-2%,3%,5
O=C(N/N=C/c1cccnc1)C1CC1(c1ccccc1)c1ccccc1 (stereo not given),-12%,0%,1%,0%,1%,-2%,-1%,-1%,24%,22%,-3
O=C(NCCCNC(=O)c1cnccn1)c1ccc(Br)cc1,11%,-7%,-1%,0%,-3%,-3%,·,4%,-31%,1%,-6
Cc1cc(NC(=O)CSCC(=O)N(c2cccc(Cl)c2)C(C(=O)NC2CCCCC2)c2ccc(O)c(O)c2)no1 (stereo not given),2%,-10%,0%,2%,·,0%,4%,-1%,-18%,3%,6
O=C(O)c1ccc(NC2CC(=O)N(Cc3ccccc3)C2=O)cc1 (stereo not given),10%,0%,-1%,-1%,-3%,-3%,-1%,11%,19%,3%,-4

# Further entries.
molecule,ELG1 DNA repair,Menin MLL FP TR,Rab9 promoter act,FLuc counter,MBNL1 CUG block,NPC1 prom act,PKM2 act,Gal4-VP16 FLuc,RORg inh,Mito fusion yeast,KCNH2 3.1 inh
CCc1ccc2[nH]c(=O)c(Cc3ccccc3)c(O)c2c1,-7%,-3%,-3%,1%,-23%,2%,-1%[11.5 µM],-8%,15%,1%,8
CCN(C(=O)COC(=O)c1nc2nc(C)cc(C)n2n1)C1CCS(=O)(=O)C1 (stereo not given),10%,·,2%,3%,-6%,-3%,-2%,-1%,-39%,0%,-6
O=c1cc(N2CCN(c3ccccc3)CC2)[nH]c(=O)n1-c1ccccc1,7%,-17%,-1%,-5%,-19%,-3%,-3%,-8%,-2%,-8%,11
CCC(=O)N1CCN(c2nc3ccc(Br)cc3s2)CC1,?,2%,?,15µM*,-1%,?,·,4%,12%,-10%,-24
CCC(C)[C@H](NC(=O)Nc1ccccc1F)C(=O)O (stereo not given in full),-1%,·,3%,-1%,-8%,-7%,-19%,-7%,16%,3%,-4
COc1ccc(OC)c(-c2csc(NC(=O)CN3C(=O)NC4(CCCC4)C3=O)n2)c1,2%,·,-10%,-3%,·,-3%,·,·,·,-4%,-24
CCOC(=O)c1sc(NC(=O)CSc2n[nH]c(CC(C)C)n2)nc1C,-15%,16%,-4%,2%,-15%,1%,-3%,17%,21%,-1%,5
CCN(C(=O)CSc1nnc(CNc2cccc(OC)c2)n1C1CCCCC1)C1CCS(=O)(=O)C1 (stereo not given),-3%,·,11%,-1%,-17%,-1%,-6%,-7%,6%,-1%,-4

# An excerpt from above in order of their number in Menin MLL FP TR, highest first.
Compound	Menin MLL FP TR	Rab9 promoter act	MBNL1 CUG block	NPC1 prom act	PKM2 act	RORg inh	Mito fusion yeast
CCOC(=O)c1sc(NC(=O)CSc2n[nH]c(CC(C)C)n2)nc1C	16%	-4%	-15%	1%	-3%	21%	-1%
CCC(=O)N1CCN(c2nc3ccc(Br)cc3s2)CC1	2%	?	-1%	?	·	12%	-10%
O=c1cc(N2CCN(c3ccccc3)CC2)[nH]c(=O)n1-c1ccccc1	-17%	-1%	-19%	-3%	-3%	-2%	-8%

# Remaining list, next part:
molecule,ELG1 DNA repair,Menin MLL FP TR,Rab9 promoter act,FLuc counter,MBNL1 CUG block,NPC1 prom act,PKM2 act,Gal4-VP16 FLuc,RORg inh,Mito fusion yeast,KCNH2 3.1 inh
Cc1nn(C(C)C)c(C)c1CN1CCCC(C(=O)c2cccc(OC(C)C)c2)C1 (stereo not given),?,-14%,-15%,5%,-12%,-7%,-9%,-11%,10%,-8%,·
COc1ccc(CNC(=O)Cc2c[nH]c3ccccc23)cc1OC,-5%,-12%,0%[1.84 µM],-4%,-5%,3%,·,14%,-2%,7%,4
COCc1cc(CN2CCCC(CNC(=O)c3ccc(F)cc3)C2)ccc1OC (stereo not given),4%,0%,11%,0%,15%,3%,6%,6%,1%,-5%,-5
COCCN(C(=O)CCSc1ccc(F)cc1)c1c(N)n(Cc2ccccc2)c(=O)[nH]c1=O,3%,·,0%,6%,·,-3%,·,·,·,0%,11
O=C(O)c1ccc(-n2nnnc2SCc2ccccc2)cc1,3%,11%,-2%,1%,0%,1%,-20%,-6%,11%,-1%,-15
CC(=O)c1cn(CC(=O)NCc2ccco2)c2ccccc12,?,5%,-3%,-4%,-6%,-4%,3%,-18%,?,-3%,-22
Cc1ccnc(Sc2ncccc2[N+](=O)[O-])n1,3%,·,-6%,2%,?,-3%,-4%,2%,-1%,0%,-50
CCOc1ccc(C2c3[nH]c4ccccc4c3CCN2Cc2cn(CC)nc2C)cc1 (stereo not given),?,7%,14%,?,21%,1%,5%,-15%,10%,-10%,-7

# The list goes on.
molecule,ELG1 DNA repair,Menin MLL FP TR,Rab9 promoter act,FLuc counter,MBNL1 CUG block,NPC1 prom act,PKM2 act,Gal4-VP16 FLuc,RORg inh,Mito fusion yeast,KCNH2 3.1 inh
CCOC(=O)c1c(S(=O)(=O)NCCc2cccs2)c(C)n(C)c1C,-4%,·,-4%,2%,-7%,-2%,·,4%,8%,-2%,-10
Cc1cccc(C(=O)C2CCN(S(=O)(=O)c3cccc(C(=O)O)c3)CC2)c1,11%,36%[activator],5%,6%,-7%,7%,2%,0%,12%,2%,-17
Cc1cc2ncn(-c3ncnc4sc5c(c34)CCC(C)C5)c2cc1C (stereo not given),-7%,·,-1%,-1%,-4%,2%,1%,8%,-28%,-5%,-7
NC(=O)c1cnn2c(C(F)(F)F)cc(-c3ccccc3)nc12,·,-18%,·,2%,?,·,-1%,-5%,0%,-1%,-14
CCSc1nnc(NC(=O)CSc2nccn2-c2cccc(C)c2)s1,-1%,8%,-7%,7%,-10%,-4%,0%,?,11µM*,12%,-19
CCC1CCCCN1CCCNC(=O)C1CCN(S(=O)(=O)N2CCCCC2)CC1 (stereo not given),1%,1%,-3%,8%,-6%,-6%,0%,-3%,-7%,-1%,-12
CSc1nsc(SC)c1NC(=O)N1CCCC1,-3%,-2%,0%,-1%,-1%,-4%,0%,1%,14%,7%,-1
COc1ccc(C2C(C(=O)N3CC(C)CC(C)C3)c3ccccc3C(=O)N2C)cc1 (stereo not given),0%,-27%,0%,-1%,3%,0%,-3%,-4%,12%,-3%,0
CC1CC(=O)Nc2ccc([N+](=O)[O-])cc2N1C (stereo not given),?,-5%,-6%,-1%,26%,-1%,-3%,2%,-12%,-8%,3
O=C(CSc1nncs1)Nc1nccs1,19%,·,-2%,1%,·,0%,·,·,·,2%,18
Cc1c(C(=O)OCC(=O)Nc2cccc(S(N)(=O)=O)c2)oc2c1ccc1ccccc12,?,?,-3%,?,8%,-3%,-4%,4%,26%,-6%,8
